PAX8 reporter – lowers PAX8-driven luciferase in RMG-I cells; AID 652154; 1.2% of 360,000 active; inhibition, % at 12.6 µM; RMG-I TPO-luciferase reporter, SteadyGlo, 24 h;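 active = mean replicate inhibition at least 60% with every replicate also reaching 60%; inconclusive = only one of the two criteria is met; inactive = mean below 60% and not all replicates reaching 60%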;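 also: luciferase light reporting Pax8 driven TPO promoter activity; plate controls were median of neutral control wells for no effect and mitoxantrone controls for full effect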
EWS-Fli block – EWS/Fli transcriptional activity inhibition; A673 NR0B1-luciferase reporter, viability-normalised; inhibition, % at 12.6 µM; 0.67% of 350,000 active; AID 651661;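 active = mean inhibition of at least 50% after viability correction, with every replicate also passing that limit; inconclusive = mean reaches 50% but only one of two replicates passes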;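 also: firefly luciferase signal divided by Alamar Blue viability fluorescence both relative to DMSO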
DENV2 CPE rescue – inhibitors of DENV2 cytopathic effect; 1.7% of 350,000 active; CPE inhibition, % at 9.99 µM; AID 651640; DENV2-infected cells, cytopathic effect rescue, plate reader; in the data active = CPE inhibition above about 20%, passing the limit was not always enough; inconclusive = no clear call, values can overlap the other calls; tested in BHK-21 cells;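 also: 0% = median of neutral control wells and 100% = median of positive control wells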
F508del corr – correctors of CFTR F508del function in bronchial epithelial cells. CFBE cells, YFP halide quenching; stimulated with forskolin plus potentiator P3; % fluorescence drop versus neutral controls. activity (quench increase), % at 7.58 µM. AID 720511. 0.36% of 350,000 active;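 active = mean added fluorescence quench of at least 8% versus neutral control, with both replicates also reaching 8%; inconclusive = only one of the mean or replicate conditions met; inactive = mean below 8% and not both replicates reaching 8%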;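 also: cells transiently co-express mutant CFTR-F508del with the halide-sensitive YFP; corrector assay measuring rescue of mutant channel to the surface after 24 h compound exposure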
INS-1E GSIS act – primary screen for activators of insulin secretion dependent on glucose, INS-1E cells, GLuc reporter luminescence; INS-1E GLuc reporter insulin secretion, 2-3 h; activation, % at 16.6 µM; 0.61% of 370,000 active;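 active = lowest replicate activation of at least 40%, so every replicate reaches that level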;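 also: 0% = median of neutral control wells and 100% = median of IBMX positive control wells; some compounds called inactive have numbers as strong as hits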
FN deposition inh – fibronectin deposition inhibition; AH1F fibroblasts, Alexa488-fibronectin deposition fluorescence, overnight; inhibition, % at 12.6 µM; 0.086% of 350,000 active; AID 743247;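 active = mean inhibition across replicates of 30% or more, regardless of how many single replicates reach that level; inconclusive = mean under 30% yet at least half of replicates reach 30%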;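 also: positive control wells lacked labelled fibronectin entirely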
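Assay system: AH1F fibroblasts assembling fluorescent fibronectin matrix; Amount: 10000 AH1F cells per well; Buffer or medium: DMEM, 2% serum; Probe or stimulus: Alexa488-fibronectin, 24 nM final in well; Doses: single compound dose, delivered by pin transfer; Incubation: 1 h adhesion, overnight exposure; Measured by: fluorescence 485/525 nm; Read-out: fibronectin deposition inhibition.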
miR-122 sensor – inhibitors of miR-122 in Huh7 cells; activation (reporter increase), % at 12.5 µM; AID 602342; Huh7 miR-122 Renilla luciferase sensor, 48 h; neutral wells = 0, positive control = 100; 0.3% of 340,000 active;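 active = mean replicate activation score at least 90 and every replicate individually at or above 90; inconclusive = only one of the two criteria met; inactive = neither criterion met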;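 also: higher luciferase means less miR-122 activity so hits act as miR-122 inhibitors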
* marks the source's active call; other numbers are inactive results; ? = inconclusive; . = no result given; & = joins results of further samples; [ ] = another dose, or the depositor's remark.

SMILES	PAX8 reporter	EWS-Fli block	DENV2 CPE rescue	F508del corr	INS-1E GSIS act	FN deposition inh	miR-122 sensor
CC1CCCCC1NC(=O)c1cc2c(=O)n3ccccc3nc2n1C (stereo not given)	-18	-67	-6	0.3	-1	28	.
CCn1c(CNC(=O)c2ccccc2F)nnc1SCC(=O)NC1CCCCC1C (stereo not given)	-3	-6	-2	-3.0	2	-10	.
CO[C@H](CN(C)S(=O)(=O)c1ccc(C)cc1)[C@H](C)CN([C@H](C)CO)S(=O)(=O)c1cccc(Cl)c1	.	8	3	3.1	-26	-1	.
O=C(C[C@H]1C[C@H](C(=O)N2CCOCC2)[C@@]2(CCC3CCCC3)c3[nH]c4ccc(Cl)cc4c3CCN2C1=O)NCC12CC3CC(CC(C3)C1)C2	3	-47	-4	1.2	-12	.	0
O=C(C[C@H]1C[C@@H]2c3cc(NC(=O)NC4CCCC4)ccc3O[C@@H]2[C@H](CO)O1)NCc1ccc(-c2ccccc2)cc1	25	8	1	3.4	-9	-20	1[16.7 µM]
CCCNC(=O)Nc1ccc2c(c1)C(=O)N(C)C[C@H](OC)[C@@H](C)CN(C(C)=O)[C@H](C)CO2	2	-2	-7	-0.2	2	9	-14[16.7 µM]
O=C(NCc1ccc(F)cc1)C(c1ccccc1)N(C(=O)c1csnn1)c1ccccc1 (stereo not given)	9	4	-11	4.1	-3	6	2
O=C(NC[C@H]1CC[C@@H]2[C@@H](CN2Cc2ccc(Oc3ccccc3)cc2)O1)C1CCOCC1	-24	0	-9	-0.1	.	.	.
NC(=O)C1CCN(c2nc(-c3ccccc3C(F)(F)F)cs2)CC1	-242	-124	.	2.5	7	1	3
O=S(=O)(NCCSCc1c(Cl)cccc1Cl)c1ccc2c(c1)OCCO2	18	.	.	.	-2	2	70
CS(=O)(=O)NN1C(=O)c2ccccc2NC1c1ccccc1 (stereo not given)	-1	2	12	-0.9	10	-1	-4
Cc1nc(SCc2ccc(F)cc2)c2oc3ccccc3c2n1	0	8	-8	0.6	-1	-3	1
C[C@H](CO)N1C[C@H](C)[C@@H](CN(C)Cc2cncnc2)Oc2ncc(-c3cccc(C#N)c3)cc2C1=O	.	-4	-6	1.1	25	1	-6[16.7 µM]
Cc1ccc(S(=O)(=O)N(C)C[C@@H]2Oc3ccc(NC(=O)C4CC4)cc3C(=O)N([C@@H](C)CO)C[C@@H]2C)cc1	10	5	7	0.9	17	-14	-3[16.7 µM]
Nn1cnnc1N/N=C/c1ccccc1C(F)(F)F	42	-3	0	0.6	-15	3	-6
Cc1nc(Cl)sc1C(=O)Nc1ccc(F)cc1	-9	6	0	.	.	-3	21
CC1(C(=O)NS(=O)(=O)c2ccc3c(c2)CCO3)CCN1C(=O)C1(c2ccc(Cl)cc2)CCC1 (stereo not given)	-8	-9	10	-0.1	10	3	3
Cc1noc(C)c1NC(=O)Nc1cccc2c1O[C@H](CN(C)Cc1ccncc1)[C@@H](C)CN([C@H](C)CO)C2=O	1	.	-3	-2.2	-12	.	23[16.7 µM]
CC(C)(Oc1ccc(C2CC2(Cl)Cl)cc1)C(=O)O (stereo not given)	-1	2	?	-0.7	.	-3	0
Cc1cccc(C(=O)NNC(=O)c2ccc3ccccc3c2)c1	-4	-15	13	1.3	-11	.	-6
CCOC(=O)c1ccc2c(c1)n(CCCS(=O)(=O)[O-])c(/C=C/c1ccc(Cl)cc1)[n+]2CC	5	3	?	0.7	8	0	-10
CCOc1ccc(OCC(=O)N2CCC3(CC2)CC(=O)c2ccccc2O3)cc1	14	1	-9	2.8	-7	-2	.
C[C@H]1CN([C@@H](C)CO)C(=O)CCCn2nncc2CO[C@H]1CN(C)S(=O)(=O)c1ccc2c(c1)OCCCO2	1&-24	-1&-5	-6&-7	2.4&-0.9	-2	-1&3	-4
CC(=O)c1cccc(NC(=O)COC(=O)c2n[nH]c3ccccc23)c1	-7	-10	6	-2.4	7	.	.
COCC(=O)N(C)C[C@@H]1Oc2ncc(Br)cc2C(=O)N([C@H](C)CO)C[C@H]1C	-8	-9	9	1.5	11	.	-11[16.7 µM]
COc1ccc(SC[C@H](Cc2ccccc2)N2CCN(CCc3ccccc3)CCC2=O)cc1	29	4	.	3.0	.	6	1
O=C(Nc1ccc(S(=O)(=O)Nc2ncccn2)cc1)c1ccc(S(=O)(=O)N2CCCC2)cc1	-11	3	1	1.7	-1	-3	0
CC(NC(=O)c1ccc(C(C)(C)C)cc1)C(c1cccs1)N1CCOCC1 (stereo not given)	-9	.	-4	-1.9	-18	0	.
C[C@@H]1CCCCO[C@H](CN(C)C(=O)Nc2ccccc2)[C@H](C)CN([C@@H](C)CO)C(=O)c2cc(NS(=O)(=O)c3ccc(F)cc3)ccc2O1	-6	8	2	1.8	-1	-6	0[16.7 µM]
CCC(=O)N1[C@H](CNC(=O)CN(C)C)[C@H](c2ccc(C3=CCCC3)cc2)[C@@H]1CO	0	4	-6	-0.7	5	.	-6[16.7 µM]
OC[C@@H]1CN(Cc2cccs2)C[C@H](n2cnc3c(NCc4ccncc4)ncnc32)O1	-12	0	7	-0.8	-4	5	-3
O=C(COc1cccc(F)c1)Nc1ccc2[nH]c(=O)[nH]c2c1	-2	11	8	0.9	6	-1	5
N/C(=N/OC(=O)c1ccccc1Cl)c1nonc1N	-123	-51	0	-3.5	2	-7	1
C[C@@H]1CCCCO[C@H](CN(C)C(=O)NC2CCCCC2)[C@@H](C)CN([C@H](C)CO)C(=O)c2cc(NC(=O)Nc3ccccc3)ccc2O1	4	-2	-6	-1.9	-3	-3	11[16.7 µM]
Cc1cccc(C)c1NC(=O)N1CCC(C(=O)c2ccc(F)cc2)CC1	9	6	4	-0.3	4	3	.
Cc1ccc(/C=N/NC(=O)c2cccnc2)o1	3	8	?	-3.9	0	-11	.
C[C@@H]1CN([C@H](C)CO)C(=O)c2cc(NC(=O)NC3CCCCC3)ccc2O[C@@H](C)CCCCO[C@@H]1CN(C)Cc1ccncc1	-19	-5	-3	-0.9	-13	4	0[16.7 µM]
Cc1ncc(CN2CCCC(C(=O)Nc3ccc(-c4cscn4)cc3)C2)cn1 (stereo not given)	7	0	12	1.0	5	-5	-1
O=C(c1cccc([N+](=O)[O-])c1)c1ccc2c(c1)OCCOCCOCCOCCO2	8	-13	-2	0.5	16	-4	-2
CCN(CC(=O)NCc1ccncc1)S(=O)(=O)c1ccc(OC)cc1	-11	0	-2	-0.3	10	-12	.
Cc1ccc(Nc2nnc(C3C(=O)N(C)C4(C)CC3c3cc(Br)ccc3O4)s2)cc1 (stereo not given)	33	7	2	1.3	-14	-1	.
CCCC#Cc1ccc2c(c1)O[C@H](CN(C)C(=O)c1ccccc1)[C@H](C)CN([C@@H](C)CO)S2(=O)=O	.	14	-14	-1.7	-10	1	-11[16.7 µM]
C#CCOc1c(Br)cc(/C=C2/C(=O)ON=C2C)cc1OC	24	-4	3	-4.1	-1	-5	-6
CC(Sc1nnc(CNC(=O)c2ccco2)n1C)C(=O)Nc1nccs1 (stereo not given)	-5	-11	9	-0.5	30	-13	1
C[C@H](CO)N1C[C@H](C)[C@@H](CN(C)C(=O)Nc2ccc(F)cc2)Oc2ccc(NC(=O)Nc3ccc(F)cc3)cc2CC1=O	.	20	-2	-2.0	-10	.	6[16.7 µM]
O=C(COC(=O)/C=C/c1ccc(S(=O)(=O)N2CCOCC2)cc1)NCc1ccc2c(c1)OCO2	8	5	-5	0.2	-8	4	-4
CCc1ccc(C(O)c2ncc(-c3ccccc3OC)[nH]2)cc1 (stereo not given)	11	17	1	1.2	-4	7	0
O=C(C[C@@H]1C=C[C@@H](NC(=O)CC2CC2)[C@H](CO)O1)NCc1ccccc1	.	2	-4	-1.2	3	.	.
Cc1nc(N2CCOCC2)c2c3c(sc2n1)CCC3	1	14	8	3.2	25	3	-6
C[C@@H]1CN([C@@H](C)CO)S(=O)(=O)c2ccc(-c3cccc(F)c3)cc2O[C@H]1CN(C)CC1CC1	.	13	7	-0.5	-3	0	-4[16.7 µM]
COc1ccc(C(=O)Nc2ncc(C)s2)cc1S(=O)(=O)N1CCOCC1	19	-1	1	-3.3	2	-7	16
C=CCN(CC=C)C(=O)CN1C(=O)NC(Cc2c[nH]c3ccccc23)C1=O (stereo not given)	4	-5	4	-0.4	1	-1	.
Cc1cc(C)nc(N2CCC(C(=O)N3CCN(c4cc(Cl)ccc4C)CC3)CC2)n1	.	.	.	.	-4	7	-5
Cn1c(=O)oc2cc(S(=O)(=O)NCCC(=O)NCc3ccccc3Cl)ccc21	10	.	-3	-1.0	11	-9	-1
Cc1ccc(NCC(=O)Nc2ccc(Br)cc2)cc1F	2	-19	-4	.	7	-4	.
Cc1ccc(NC(=O)CN(C)CC(=O)N(CC(C)C)c2c(N)n(CC(C)C)c(=O)[nH]c2=O)c(C)c1	2	-4	-6	-1.1	4	-1	.
CC(C)c1ccccc1NC(=S)N1CCN(S(=O)(=O)c2cccs2)CC1	-4	10	14	-1.8	-4	2	-5
CCOC(=O)CSc1nc2ccccc2n1CC(=O)N(C(C)C)C(C)C	.	4	0	-0.8	-9	.	-8
CCCC(=O)Nc1ccc2c(c1)OC[C@@H](C)N(CCc1ccccc1)C[C@@H](C)[C@H](OC)CN(C)C2=O	.	-27	.	2.7	-14	10	-13[16.7 µM]
CCOC(=O)Cn1cnc2c(cnn2-c2ccc(OC)cc2)c1=O	-44	-56	-2	-1.6	-5	-4	.

Three compounds already listed, arranged by molar mass, low to high.
SMILES	PAX8 reporter	EWS-Fli block	DENV2 CPE rescue	F508del corr	INS-1E GSIS act	FN deposition inh	miR-122 sensor
CCOC(=O)Cn1cnc2c(cnn2-c2ccc(OC)cc2)c1=O	-44	-56	-2	-1.6	-5	-4	.
Cc1ccc(NCC(=O)Nc2ccc(Br)cc2)cc1F	2	-19	-4	.	7	-4	.
COc1ccc(C(=O)Nc2ncc(C)s2)cc1S(=O)(=O)N1CCOCC1	19	-1	1	-3.3	2	-7	16

Next entries:
SMILES	PAX8 reporter	EWS-Fli block	DENV2 CPE rescue	F508del corr	INS-1E GSIS act	FN deposition inh	miR-122 sensor
O=C(C[C@@H]1C=C[C@H](NC(=O)CCN2CCCCC2)[C@H](CO)O1)Nc1ccccc1	-9	-3	2	-0.6	14	.	.
COc1ccc(NC(=S)Nc2ccccn2)c(OC)c1	-58	.	.	.	.	-2	9
O=S1(=O)NC(=NCCc2ccccn2)c2ccccc21	9	-7	.	-4.2	1	-11	.
COc1ccc(CN(C)C[C@@H]2Oc3ccc(NC(=O)Cc4ccccc4)cc3CC(=O)N([C@@H](C)CO)C[C@@H]2C)cc1	9	.	-2	3.0	3	.	-5[16.7 µM]
C[C@@H]1CN([C@@H](C)CO)C(=O)c2cc(-c3ccc(C(=O)N(C)C)cc3)cnc2O[C@@H]1CN(C)C(=O)c1ccncc1	-18	1	4	-4.1	5	-12	-5[16.7 µM]
O=C(CCCCn1c(=O)[nH]c2ccccc2c1=O)NC1CCN(Cc2ccccc2)CC1	5	-2	2	-0.1	-4	-4	-7
CCOc1ccccc1N(CC(=O)N1CCc2ccccc2C1)S(C)(=O)=O	5	-1	-1	0.0	-6	1	-7
COc1ccccc1NC(=O)N1CC(=O)N2[C@@H](CO)[C@H](c3ccc(C#CC(C)C)cc3)[C@@H]2C1	11	7	-6	2.2	-8	-13	.
O=[N+]([O-])c1ccc(N2CCN(Cc3ccc4c(c3)OCO4)CC2)nc1	11	5	2	-13	.	3	-6
CC(C)C[C@@H](CN1C(=O)C(=O)NC[C@@H]1CC(C)C)NC(=O)Cc1ccccc1	-20	-6	43*	-4.9	3	-3	-3
COc1ccc(C(=O)Nc2ccc(OCC(=O)N3CCOCC3)cc2)c(OC)c1OC	-13	.	-6	0.7	-5	-9	0

Screening data: PubChem, Broad Institute
